Bioassay records (PubChem BioAssay)
UPR CHOP act: activators of apoptotic arm of unfolded protein response (CHOP); CHO-CHOP luciferase reporter, UPR activation, luminescence; percent of tunicamycin response over DMSO baseline; activation, % at 10 µM; actives 0.34% (n = 330,000); AID 449763;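 active means at 10 µM dose, activation of 40% or more, normalized to positive control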;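 further: 100% = tunicamycin at 10 µg/mL and 0% = DMSO alone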
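System: CHO CHOP reporter cells. Amount: 500 cells per well. Buffer or medium: F12 medium, 10% FBS. Compound dosing: one dose, 10 µM in 0.5% DMSO. Incubation: 6 h compound exposure at 37 °C after overnight seeding. Technique: Steady-Glo luciferase luminescence. Benchmarks: tunicamycin and DMSO controls.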
tim23-1 inh: tim23-1 yeast growth inhibition; AID 463212; actives 1.3% (n = 330,000); S. cerevisiae tim23-1 growth, BacTiter-Glo luminescence, 24 h; inhibition, % at 20 µM;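 active means growth inhibition of the mutant yeast at or above 50%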;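 further: temperature-sensitive mutant grown at 25 °C; plate controls were DMSO-treated mutant yeast for no effect and medium wells lacking yeast for full effect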
Mdm2 MdmX PPI: human Mdm2/MdmX binding inhibition | O15151+Q00987 | actives 3% (n = 330,000) | SaOS-2 split-luciferase Mdm2/MdmX complementation, luminescence | inhibition, % at 8 µM;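 active means inhibition of at least 50% at 8 µM in the primary screen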
NLRP3 yeast inh: inhibitors of NALP3 inflammasome in yeast | Yeast reconstituted NLRP3/ASC/caspase-1, beta-gal luminescence, 24 h | inhibition, % at 10 µM | actives 0.39% (n = 330,000) | AID 2825;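 active means inhibition of 50% or more; inactive means inhibition below 50%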;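 further: plate controls were induced DMSO wells for no effect and uninduced yeast grown without galactose for full effect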
APJ agonist: agonists of human APJ apelin receptor. P35414. CHO-K1 APJ PathHunter beta-arrestin, luminescence; 0% DMSO wells, 100% apelin. activation, % at 20 µM. actives 0.11% (n = 330,000). AID 2520;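 active means activation more than six SD over the plate average, tested at 20 µM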;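 further: 0% = DMSO alone and 100% = apelin-13 at 10 nM; some results filed as inactive read as strong as hits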
Target sequence (P35414 whole entry, looked up): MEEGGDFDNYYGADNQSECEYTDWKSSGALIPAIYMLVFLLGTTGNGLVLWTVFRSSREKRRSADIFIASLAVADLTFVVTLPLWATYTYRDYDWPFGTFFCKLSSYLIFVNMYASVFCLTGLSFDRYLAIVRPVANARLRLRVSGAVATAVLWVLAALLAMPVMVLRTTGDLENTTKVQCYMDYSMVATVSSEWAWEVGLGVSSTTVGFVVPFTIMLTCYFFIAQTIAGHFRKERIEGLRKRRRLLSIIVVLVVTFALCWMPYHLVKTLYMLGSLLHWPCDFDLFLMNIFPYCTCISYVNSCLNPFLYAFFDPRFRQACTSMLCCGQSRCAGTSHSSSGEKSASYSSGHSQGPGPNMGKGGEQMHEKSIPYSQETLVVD
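Assay system – PathHunter CHO-K1 APJ (AGTRL-1) beta-arrestin reporter cells · Compound – one dose, 20 µM compound, 1% DMSO · Timing – compound 90 min 25 °C, reagent 1 h · Measured by – luminescence from split beta-galactosidase complementation, Galacton Star/Emerald II substrate · Measure – beta-arrestin recruitment to APJ as agonist activity, luminescent signal · Benchmarks – DMSO vs Apelin-13 10 nM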
tim10-1 inh: tim10-1 yeast growth inhibition; S. cerevisiae tim10-1 ts strain growth, BacTiter-Glo, 24 h; inhibition, % at 20 µM; actives 2.2% (n = 330,000); AID 463190;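 active means inhibition of at least 40%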;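 further: mutant grown at 25 °C; 0% = DMSO wells with yeast and 100% = wells holding no yeast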
TIM10 inh: inhibits growth of TIM10 yeast strain; actives 1.4% (n = 330,000); S. cerevisiae TIM10 strain growth, BacTiter-Glo luminescence, 24 h; AID 463195; inhibition, % at 10 µM;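 active means inhibition of 40% or more at the single tested concentration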;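 further: wild-type TIM10 isogenic control strain grown at permissive 25 °C; 0% = DMSO yeast wells and 100% = minimal medium wells without yeast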
NR3A LBD binder: modulates the human NR3A ligand-binding domain. actives 2.5% (n = 340,000). NR3A LBD differential scanning fluorimetry, Tm shift; 0% = protein alone, 100% = glycine-bound protein. AID 1259313. Tm shift relative to glycine control, % at 25 µM;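 active means melting temperature shift of at least 10% of the positive control shift, at one fixed dose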
XBP1 UPR activ: adaptive UPR (XBP1) activation. CHO-XBP1 luciferase reporter, IRE1-XBP1 UPR activation, luminescence; percent of tunicamycin response, DMSO as zero. activation, % at 20 µM. actives 0.33% (n = 330,000);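 active means versus positive control, 20 µM dose yields 30% or more activation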;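 further: 100% = tunicamycin at 10 µg/mL and 0% = DMSO only wells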
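Material: IRE1-XBP1 luciferase reporter CHO line / Quantity: one thousand reporter cells per well / Buffer or medium: F12 with 10% serum / Compound: 20 µM single concentration, DMSO 1% / Times: 6 h treatment, 37 °C / Detection: Steady-Glo luciferase glow luminescence, 10 min after reagent addition / Benchmarks: tunicamycin high, DMSO low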
* = called active by the depositor; / = not tested or not shown.

Each structure is followed by: TIM10 inh | UPR CHOP act | NR3A LBD binder | tim23-1 inh | Mdm2 MdmX PPI | NLRP3 yeast inh | tim10-1 inh | APJ agonist | XBP1 UPR activ
CCn1c(CCCNC(=O)c2cccs2)nc2ccccc21
→ -3 | 0.0 | -1 | 16 | 37 | 12 | 12 | -2 | -2
Cc1cccc(-n2cnc3cc([N+](=O)[O-])ccc32)c1
→ 9 | 3.5 | 8 | 21 | -1 | 4 | 6 | -2 | 3
Cc1cc(C)cc(C(=O)N2CCC3(CC2)NCCc2[nH]cnc23)c1
→ 4 | 1.8 | 1 | -13 | 18 | 2 | 2 | -2 | 2
CC(NC(=O)c1csc2ccccc12)C1CCCO1 (stereo not given)
→ -24 | -0.4 | -2 | -6 | 1 | 6 | 6 | 0 | 2
COc1cc(CN(C)c2ccc(S(=O)(=O)N3CCCC3)cn2)ccc1OC(F)F
→ -1 | -0.6 | 0 | 11 | -7 | 8 | 6 | 4 | -3
COC(=O)c1ccccc1NC(=O)c1cccc(NC(=O)C(C)C)c1
→ 12 | 2.0 | -3 | 32 | 11 | 8 | 26 | -2 | 3
O=C1C2CC(O)CN2C(=S)N1Cc1ccccc1 (stereo not given)
→ -3 | 1.2 | -1 | -14 | -40 | 15 | -13 | 3 | 0
Cc1ccc(CN2CCSc3sccc3C2=O)cc1
→ -25 | 0.4 | -1 | 16 | 11 | 81* | -15 | -3 | 4
COc1ccc(-n2c(C(C)(C)C)csc2=Nc2c(C)n(C)n(-c3ccccc3)c2=O)cc1
→ -12 | 0.8 | -4 | 10 | 11 | 9 | 11 | -1 | -2
CSc1ccc(/C=N/NC(=O)c2cccc(O)c2)cc1
→ 6 | 3.7 | 4 | 3 | -46 | 13 | 5 | 0 | -5
O=C(NCCc1c[nH]c2ccccc12)C1CCCN(S(=O)(=O)c2ccccc2)C1 (stereo not given)
→ 3 | 2.9 | -1 | 14 | 11 | 17 | 16 | -2 | -4
CC(C)(C)c1ccc(C(=O)Nc2ccc(NC(=O)C(=O)O)cc2)o1
→ 6 | -2.1 | -1 | -1 | 5 | -9 | -6 | -5 | -4
CC(C)NC(=O)/C(=C/c1cn(-c2ccccc2)nc1-c1cccc([N+](=O)[O-])c1)NC(=O)c1ccccc1
→ 5 | 2.2 | -8 | 13 | -3 | 4 | 11 | 2 | 1
COc1cc(OC)c(/C=N/NC(=O)c2ccc(NC(C)=O)cc2)cc1Br
→ -7 | 1.8 | -2 | -38 | 15 | -4 | -30 | -3 | -2
O=C(NCCCN1CCOCC1)c1ccc(Cl)s1
→ 1 | -0.4 | 0 | -1 | 1 | 4 | 7 | -5 | 1
Cc1csc(C2=C(O)CN(CCc3ccccc3)C2=N)n1
→ 0 | -3.8 | -3 | -2 | 11 | -2 | 0 | 0 | -2
CCC(=O)N1CCc2cc(S(=O)(=O)CCC(=O)N3CCN(c4ccc(Cl)cc4)CC3)ccc21
→ 6 | 5.2 | 0 | 23 | 8 | 9 | 18 | -1 | -1
Cc1cccc(C(=O)N2CCc3cc(-c4csc(NC(=O)CN5CCCC5)n4)ccc32)c1
→ 6 | 3.8 | -3 | 22 | 40 | 16 | 23 | 3 | 7
CC(Nc1ccccc1N1CCCCC1)C(=O)N1CCc2ccccc21 (stereo not given)
→ 6 | 0.6 | 0 | 30 | -24 | -7 | 25 | -4 | -2
CN(CC(=O)Nc1ccc(Cl)c(C(F)(F)F)c1)C(=O)C1CC(=O)N(C2CCCC2)C1 (stereo not given)
→ 1 | 0.6 | -2 | 8 | 6 | 6 | 0 | -3 | -3
COc1ccc(NC(=O)CC2C(=O)N(c3cccc(OC)c3)C(=O)N2C2CCCCC2)cc1 (stereo not given)
→ 2 | 0.5 | 1 | 12 | 2 | -5 | 25 | -4 | -2
CCOc1ccc(OCCSc2nc(N)cc(=O)[nH]2)cc1
→ 11 | 0.1 | -1 | 7 | 2 | 8 | -11 | -1 | 0
CC(=O)COC(=O)c1cc(-c2ccc(C)cc2)nc2ccccc12
→ 35 | 4.1 | 2 | 25 | 6 | 21 | 37 | -1 | 5
Oc1ccccc1NCC(O)Cn1ccc2ccccc21 (stereo not given)
→ 14 | 3.9 | -5 | -21 | 2 | 17 | 6 | 6 | 9
O=C(NCc1cccnc1)Nc1ccc2c(c1)OCO2
→ -8 | 0.9 | 1 | -5 | -28 | -1 | 2 | 1 | 1
Cc1cnc(C(=O)OCC(=O)c2ccc(F)c(F)c2)cn1
→ -7 | -1.1 | 1 | 23 | 21 | 26 | 3 | -3 | -2
COc1ccc(N2CC(C(=O)Nc3nc4ccc(S(C)(=O)=O)cc4s3)CC2=O)cc1 (stereo not given)
→ -17 | 2.1 | -1 | 13 | -7 | 5 | 19 | -2 | -4
Cc1ccc(S(=O)(=O)N2CCN(C(=O)CCNC(=O)c3ccccc3Cl)CC2)cc1
→ 5 | -0.3 | 1 | -4 | -3 | 12 | -11 | -5 | -2
CN(CC(=O)NC1CCCCCC1)S(=O)(=O)c1ccccc1
→ 18 | 2.4 | -5 | 17 | 10 | 16 | 17 | -5 | 0
COc1ccc(C(=O)NCC(c2ccco2)N2CCc3ccccc3C2)cc1 (stereo not given)
→ -3 | -0.5 | -1 | 18 | 0 | 22 | 12 | -7 | -1
CN1CCN(C(=O)CCCOc2cc(=O)n(C)c3ccccc23)CC1
→ 5 | -0.3 | -1 | -2 | 11 | 5 | 5 | -1 | 0
Cc1ccc(NC(=O)CCc2ccccc2)cc1S(=O)(=O)N1CCOCC1
→ -1 | -0.1 | 0 | 15 | 12 | -5 | 10 | -4 | -1
CCCCn1nnnc1SCC(=O)Nc1ccc2c(c1)OCCO2
→ 15 | -1.1 | 0 | 10 | 2 | -9 | 21 | -1 | -1
CCOC(=O)c1ccc(NC(=O)CN2CCN(c3ccccc3)CC2)cc1
→ -2 | -3.3 | 0 | 32 | 15 | 30 | 25 | -2 | 1
CC1(C)CC(=O)C(C(c2ccco2)C2C(=O)CC(C)(C)CC2=O)C(=O)C1
→ 8 | -3.2 | -3 | 17 | 4 | 8 | 17 | -2 | -3
CN(c1ccccc1)S(=O)(=O)c1ccc(C(=O)N2CCN(c3ccccc3F)CC2)cc1
→ 13 | 1.5 | 2 | 35 | 19 | 19 | 9 | -1 | -1
CC(C)C(C)(C#N)NC(=O)CSc1ncnc2sc(-c3ccccc3)cc12 (stereo not given)
→ 3 | -1.3 | 1 | 13 | -11 | 9 | 16 | -2 | -3
O=C1CN(C(=O)COc2ccccc2)CCN1
→ 9 | -0.3 | -1 | -8 | -23 | 17 | -4 | -2 | 3
COC(=O)c1ccc(S(=O)(=O)N2CCN(C(c3ccccc3)c3ccccc3)CC2)n1C
→ -7 | 0.9 | -2 | 8 | 4 | 11 | 10 | 2 | -1
O=C1Nc2ccccc2C12OCC(COc1ccc(Cl)cc1)O2 (stereo not given)
→ 13 | 0.2 | -7 | 18 | 14 | 21 | 30 | 5 | -2
CC(C)C(=O)NC(=S)Nc1ccc(S(=O)(=O)N(C)Cc2ccccc2)cc1
→ 24 | -2.9 | -14 | 33 | 39 | 24 | 36 | -8 | -2
O=C(Nc1ccc2c(c1)OCO2)C1CC(c2ccc(F)cc2)=NO1 (stereo not given)
→ 6 | 1.6 | 0 | -12 | 2 | 24 | -5 | 0 | 0
CC(=O)N1CCC(C(=O)Nc2ccc3c(c2)CCC3)CC1
→ -4 | 3.2 | 1 | 3 | 23 | 2 | 8 | 1 | 0
Cc1cc(NC(=O)CSCC(=O)OCC(=O)Nc2ccc(OC(F)F)cc2)no1
→ 1 | -1.8 | 1 | 1 | 2 | -7 | -7 | -3 | 0
O=C(CSc1ncnc2scc(-c3ccc(F)cc3)c12)c1ccc2c(c1)OCCO2
→ 10 | 0.7 | 3 | 23 | 29 | 8 | 12 | -1 | -2
CCOC(=O)N1CCC2(CC1)C(C#N)=C(N)Oc1c2sc2nc(C)cc(C)c12
→ 51* | -0.5 | / | 61* | 32 | 6 | 36 | 6 | 4
CS(=O)(=O)c1cnc(-c2ccccc2)nc1-c1ccccc1Cl
→ 7 | 0.1 | 0 | 23 | 23 | 5 | 20 | 0 | -2
COc1ccc(CC(=O)NCC2(c3ccc(OC)c(OC)c3)CCOCC2)cc1
→ -2 | -0.4 | 1 | 6 | -18 | 7 | 22 | 0 | 0
O=C(OCC(=O)N1CCc2ccccc2C1)c1ccc(O)cc1
→ -2 | 2.8 | 0 | 5 | -34 | 1 | 1 | -3 | 2
FC(F)(F)c1ccccc1NC(=S)NC1CCN(Cc2ccccc2)CC1
→ -8 | 1.0 | 2 | 10 | -8 | 17 | -47 | -2 | 3
COc1ccc2c(c1)c1c(n2C)[C@@H]2CC=C(CO)[C@@H](C1)N2C
→ -2 | 0.0 | 2 | 3 | 4 | -4 | 1 | -1 | -3
CCN(C1CCCCC1)S(=O)(=O)c1cc(C)ccc1OC
→ 34 | -0.7 | -1 | 40 | -5 | 5 | 43* | -4 | -2
CC(=O)NCCC(=O)N1CCc2c([nH]c3ccccc23)C1c1cccc(Cl)c1 (stereo not given)
→ 13 | 1.2 | -1 | -4 | -5 | 15 | 10 | -1 | -1
COc1ccc(NC(=O)c2cc(S(=O)(=O)N3CCc4ccccc43)cn2C)cc1
→ 1 | -0.1 | -27 | 9 | 29 | 7 | -9 | 6 | 0
COc1ccc(C2Nc3ccccc3C(=O)N2c2ccc(C)cc2)cc1COc1ccccn1 (stereo not given)
→ 10 | 3.6 | 0 | 16 | -85 | 2 | 27 | -4 | 3
CC(=O)n1nc(-c2ccco2)nc1N
→ 9 | -1.0 | 4 | 5 | 9 | 0 | -2 | -1 | -4
C[C@@H](C(=O)OCC(=O)c1ccc(F)c(F)c1)N1C(=O)C2CCCCC2C1=O (stereo not given in full)
→ -2 | 0.2 | 1 | 3 | 13 | 24 | 6 | -2 | -1
N=c1c(C(=O)NCC2CCCO2)cc2c(=O)n3ccccc3nc2n1Cc1ccco1 (stereo not given)
→ -2 | 0.8 | 1 | 7 | 24 | 2 | -8 | -1 | -5
Cc1cccc(N(CC(=O)N2CCCC2)S(=O)(=O)c2ccccc2)c1
→ 16 | 2.6 | -1 | 12 | -9 | -14 | 25 | 1 | -1
O=C(c1ccco1)c1nc2c(n1O)CCCCC2
→ 21 | -2.1 | -4 | 26 | 1 | 31 | 18 | 4 | 2

2 records picked at random from those above:
Each structure is followed by: TIM10 inh | UPR CHOP act | NR3A LBD binder | tim23-1 inh | Mdm2 MdmX PPI | NLRP3 yeast inh | tim10-1 inh | APJ agonist | XBP1 UPR activ
Cc1cnc(C(=O)OCC(=O)c2ccc(F)c(F)c2)cn1
→ -7 | -1.1 | 1 | 23 | 21 | 26 | 3 | -3 | -2
COc1ccc(NC(=O)CC2C(=O)N(c3cccc(OC)c3)C(=O)N2C2CCCCC2)cc1 (stereo not given)
→ 2 | 0.5 | 1 | 12 | 2 | -5 | 25 | -4 | -2
